Hep lipid drop – modulators of hepatic lipid droplet formation | AML12 mouse hepatocytes, oleate lipid droplets, BODIPY imaging | inhibition, % at 6.5 µM | 240,000 compounds, 0.4% hits | AID 1656;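 active = lipid droplet intensity inhibited by at least 50%, with more than 500 cells counted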
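Test system: AML12 mouse liver cells; schedule: overnight exposure; technique: high-content imaging of BODIPY-stained droplets and DAPI nuclei; read-out: % inhibition of corrected integrated BODIPY droplet signal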
T cell modulator – T cell immune modulation candidate; 2C CD8+ T cell-vesicle binding, flow cytometry; active compounds read low; calls only at 7 µM; 330,000 compounds, 0.068% hits; AID 2052;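 active = response, share of CD8 T cells binding vesicles, and their 90th percentile fluorescence all below set limits, cut at about 80% in these data, passing the limit was not always enough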
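Incubation: binding step 1.5 h, 37 °C, antibody labelling 20 min, ice; system: murine 2C transgenic CD8+ T lymphocytes; technique: cytometric PE anti-B7-1 and Alexa647 anti-CD8 signals after 1% paraformaldehyde fixation; also added: QL9-charged Drosophila Ld/ICAM-1/B7-1 vesicles; control set: naked versus QL9-loaded vesicles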
Myeloid diff MLP – compounds promoting myeloid differentiation; ER-HoxA9 myeloid progenitors, lysozyme-GFP differentiation, flow cytometry; calls only at 10 µM; 360,000 compounds, 1% hits; AID 624256;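 active = normalized GFP-positive differentiation at or above the plate's own cutoff, the solvent-only control mean plus 3 SD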;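 also: cells exposed to compound for four days before flow analysis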
Hep lipid drop cells 6.5 µM – further read-out of Hep lipid drop, marked with its call; cell count; measured here: cell count, cytotoxicity flag;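 cells counted across two imaged fields per well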
T cell modulator vesicle-bound % – second read-out of T cell modulator, no call of its own (marks repeat the call); double positive events, %; measured here: CD8+ vesicle-bound cell fraction;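 binding gate set so that unloaded-vesicle control wells show 10% double positive cells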
Myeloid diff MLP GFP+ MAC1+ % – second read-out of Myeloid diff MLP, no call of its own (marks repeat the call); GFP+ MAC1+ double positive, %; measured here: differentiation confirmed by MAC1 staining
Numbers without * were called inactive; i = inactive. The list is partial. The share of hits here may be higher or lower than overall.

SMILES	Hep lipid drop	Hep lipid drop cells 6.5 µM	T cell modulator	T cell modulator vesicle-bound %	Myeloid diff MLP	Myeloid diff MLP GFP+ MAC1+ %
CCC/C(O)=C1\C(=O)CC(C)(C)CC1=Nc1cccc([N+](=O)[O-])c1	-14	401	i	30	i	0.6
O=C(Cn1ncc2c3ccccc3n(Cc3ccccc3F)c2c1=O)NCCCN1CCCC1=O	-41	705	i	12	i	0.7
CCN(CC)S(=O)(=O)c1cccc(NC(=O)CCNC(=O)c2ccccc2Cl)c1	-1	843	i	47	i	1.5
CCc1ccccc1NC(=O)N1CCCc2ccccc21	-2	810	i	59	i	1.4
O=C(Nc1c(C(=O)N2CCOCC2)oc2ccccc12)c1cccc([N+](=O)[O-])c1	0	665	i	33	i	0.7
CN(C(=O)CN1C(=O)S/C(=C\c2ccccc2F)C1=O)C1CCS(=O)(=O)C1 (centres undefined)	-3	703	i	46	i	4.0
COc1ncccc1C(=O)N1CCC(n2nccc2NC(=O)CC(C)C)CC1	-10	800	i	70	i	0.9
COc1ccc(C(CC(=O)O)N2Cc3ccccc3C2=O)cc1OC (centres undefined)	24	676	i	46	i	1.1
CC(C)C(OC(=O)c1ccco1)C(=O)NCc1ccc2c(c1)OCO2 (centres undefined)	-3	817	i	39	i	0.6
CC(OC(=O)/C(C#N)=C/c1ccc(N(C)C)cc1)C(=O)N(C)Cc1ccccc1 (centres undefined)	-2	719	i	52	i	3.0
C=CCN(C(=O)c1csnn1)C(C(=O)NC1CCCCC1)c1ccc(Cl)cc1 (centres undefined)	-2	773	i	13	i	2.2
CCOc1ccccc1NC(=S)NCc1ccccc1	-14	860	i	41	i	0.4
C=CCOc1ccccc1CN1CCC(Oc2ccc(C(=O)N3CCCC3)cc2)CC1	-80	747	i	19	i	0.0
Cc1ccc(S(=O)(=O)NC(CC(=O)O)c2cccs2)cc1 (centres undefined)	-2	744	i	55	i	0.8
CCOc1ccc(/C=C2\SC(=S)N(CC(=O)NCCCN3CCOCC3)C2=O)cc1	14	829	i	32	i	0.7
CCCCN(C(=O)COC(=O)CSc1cc(C)c2ccccc2n1)c1c(N)n(CCC)c(=O)[nH]c1=O	0	832	i	8	i	0.7
CCOc1ccc(-n2c(=O)c3sccc3n(CC(=O)NC3CCCCC3)c2=O)cc1	-14	725	i	21	i	1.9
Cc1cc(NC(=O)CSc2nc3c(C)cccc3cc2C#N)no1	-3	773	i	35	i	1.1
COC(=O)c1ccc(NC(=S)N2CCN(C(=O)c3ccco3)CC2)cc1	-8	698	i	64	i	2.4
COc1ccc(/C=C/C(=O)NCC(=O)N/N=C(/C)c2ccc(Cl)cc2)cc1	-7	724	i	1	i	0.7
CCCCc1nc2cc(C(=O)NCc3cn(C)nc3C)ccc2o1	-2	701	i	59	i	0.7
Cc1ccc(SCC(=O)NC(C)c2ccccc2)cc1 (centres undefined)	-7	847	i	57	i	0.8
CCOC(=O)C1CCN(C(=O)/C(=C/c2ccccc2)NC(=O)c2ccccc2)CC1	8	815	i	9	i	0.4
CCOc1ccccc1NC(=O)c1ccc(S(=O)(=O)N2CCCCC2)cc1	5	742	i	20	i	0.4
COc1ccc(/C(C)=N/NC(=O)CNC(=O)C(c2ccccc2)c2ccccc2)c(OC)c1	-18	741	i	2	i	1.2
COc1cc(C(=O)Nc2nnc(SCC(=O)NCC3CCCO3)s2)cc(OC)c1OC (centres undefined)	5	850	i	74	i	3.8
O=C(O)CC(CC(=O)N1CCOCC1)c1ccccc1 (centres undefined)	20	665	i	38	i	0.4
O=C(NCc1ccc(Cl)cc1)N1CCN(S(=O)(=O)c2ccccc2)CC1	-10	814	i	10	i	3.0
CCn1c(Oc2ccccc2F)nc2c1c(=O)n(C)c(=O)n2C	-22	770	i	60	i	0.2
O=C(Nc1ccc(C(=O)NCCCN2CCN(c3ccccc3)CC2)cc1)C1=CSCCO1	-11	720	i	44	i	1.3
NCCc1nnc(SCC(=O)Nc2cccc(Cl)c2)o1	-7	653	i	10	i	0.4
CCOc1cc(-c2nccc3cc(OC)c(OC)cc23)cc(OCC)c1OCC	-14	791	i	13	i	0.3
COc1ccc(S(=O)(=O)CC(=O)c2cc3cc(Br)ccc3oc2=O)cc1	-24	679	i	27	i	1.9
COCCCN1CC(=O)N2C(c3ccc(C)cc3)c3[nH]c4ccccc4c3C[C@H]2C1=O (some centres undefined)	6	845	i	10	i	0.7
CCOC(=O)COc1ccc2c(c1)c(C(C)=O)c(C)n2-c1ccccc1	1	715	i	69	i	0.6
O=C(Nc1nnc(S(=O)(=O)N2CCN(c3ccc(F)cc3)CC2)s1)c1ccco1	-2	743	i	17	i	0.0
O=C(CSc1nc(Nc2ccccc2)nc(N2CCOCC2)n1)Nc1ccc(Br)cc1F	-17	552	i	62	i	0.4
CCC(C)(C)c1nnc(NC(=O)C2CC(=O)N(CCc3ccc(F)cc3)C2)s1 (centres undefined)	-6	757	i	18	i	2.7
COc1ccc(OCCSc2ncc(CO)n2C)cc1	15	806	i	60	i	0.8
CSc1ccccc1NC(=O)CCn1c(=O)oc2ccccc21	-54	832	i	15	i	0.5

As a short view, 12 of the compounds above.
SMILES	Hep lipid drop	Hep lipid drop cells 6.5 µM	T cell modulator	T cell modulator vesicle-bound %	Myeloid diff MLP	Myeloid diff MLP GFP+ MAC1+ %
CCn1c(Oc2ccccc2F)nc2c1c(=O)n(C)c(=O)n2C	-22	770	i	60	i	0.2
O=C(Nc1ccc(C(=O)NCCCN2CCN(c3ccccc3)CC2)cc1)C1=CSCCO1	-11	720	i	44	i	1.3
NCCc1nnc(SCC(=O)Nc2cccc(Cl)c2)o1	-7	653	i	10	i	0.4
CCOc1cc(-c2nccc3cc(OC)c(OC)cc23)cc(OCC)c1OCC	-14	791	i	13	i	0.3
COc1ccc(S(=O)(=O)CC(=O)c2cc3cc(Br)ccc3oc2=O)cc1	-24	679	i	27	i	1.9
COCCCN1CC(=O)N2C(c3ccc(C)cc3)c3[nH]c4ccccc4c3C[C@H]2C1=O (some centres undefined)	6	845	i	10	i	0.7
CCOC(=O)COc1ccc2c(c1)c(C(C)=O)c(C)n2-c1ccccc1	1	715	i	69	i	0.6
O=C(Nc1nnc(S(=O)(=O)N2CCN(c3ccc(F)cc3)CC2)s1)c1ccco1	-2	743	i	17	i	0.0
O=C(CSc1nc(Nc2ccccc2)nc(N2CCOCC2)n1)Nc1ccc(Br)cc1F	-17	552	i	62	i	0.4
CCC(C)(C)c1nnc(NC(=O)C2CC(=O)N(CCc3ccc(F)cc3)C2)s1 (centres undefined)	-6	757	i	18	i	2.7
COc1ccc(OCCSc2ncc(CO)n2C)cc1	15	806	i	60	i	0.8
CSc1ccccc1NC(=O)CCn1c(=O)oc2ccccc21	-54	832	i	15	i	0.5

(continued)
SMILES	Hep lipid drop	Hep lipid drop cells 6.5 µM	T cell modulator	T cell modulator vesicle-bound %	Myeloid diff MLP	Myeloid diff MLP GFP+ MAC1+ %
COc1ccc(Cl)cc1N(CC(=O)N1CCCC1)S(C)(=O)=O	-1	834	i	57	i	0.4
CC(C)CN1CCN=C1Nc1ccccc1	3	782	i	22	i	1.4
COc1ccc(-c2nc(SCc3ccc(C#N)cc3)[nH]c(=O)c2C#N)cc1	-3	832	i	58	i	0.4
COc1ccc(CCNC(=O)CCSCc2ccccc2F)cc1OC	-5	812	i	27	i	0.6
COc1cc(/C=N/NC(=O)c2cccc(NC(=O)c3ccccc3C)c2)ccc1O	9	805	i	22	i	1.8
CCOc1ccccc1NS(=O)(=O)c1csc(C(N)=O)c1	-19	782	i	51	i	0.6
O=C(Cc1cc(=O)oc2cc(O)ccc12)NC(Cc1ccc(Cl)cc1)C(=O)O (centres undefined)	-1	804	i	24	i	0.7
O=C(Nc1nnc(S(=O)(=O)N2CCCC2)s1)c1ccccc1Cl	-7	741	i	54	i	3.2
O=Cc1cc(-c2ccccc2)[nH]c1-c1ccccc1	8	824	i	67	i	0.0
CCOc1ccc(C(C)=O)cc1CN1C(=O)c2ccccc2S1(=O)=O	-3	847	i	48	i	0.9
Cc1cccc2sc(NC(=O)CN3C(=O)NC4(CCCC4)C3=O)nc12	-7	822	i	3	i	0.9
CC(C)COP(=O)(c1ccc(N(C)C)cc1)C(O)c1ccc(N(C)C)cc1 (centres undefined)	-20	802	i	57	i	0.7
CN(C)S(=O)(=O)c1cccc(NC(=O)CN2C(=O)NC3(CCc4ccccc4C3)C2=O)c1 (centres undefined)	24	703	i	22	i	0.5
CSc1ccc(CN(C)C(=O)COc2ccc(C(=O)c3ccccc3)cc2)cc1	2	831	i	23	i	0.8
COc1ccc(S(=O)(=O)N(CC(=O)NCc2ccccn2)c2ccc(Cl)cc2)cc1	0	855	i	28	i	2.8
Cc1cc(NS(=O)(=O)c2ccc(NC(=O)c3cccnc3)cc2)nc(C)n1	-17	812	i	48	i	2.7
COc1ccc(S(=O)(=O)N(CC(=O)NCc2ccncc2)c2cc(C)cc(C)c2)cc1OC	0	796	i	23	i	0.4
CCCNc1c(NS(=O)(=O)c2cccs2)c(=O)oc2ccccc12	-20	742	i	45	i	0.9
CCc1ccc(NS(=O)(=O)c2cc3c(cc2C)n(C)c(=O)c(=O)n3C)cc1	51*	769*	i	5	i	4.3
O=C(O)C(Nc1nc(C(F)(F)F)nc2ccccc12)c1ccccc1 (centres undefined)	-2	803	i	55	i	0.4
Cc1ccc2nc(Nc3ccc(C)c(Cl)c3)c3nncn3c2c1	10	817	i	7	i	0.5
CCOc1ccc(Nc2cc(=O)[nH]c(=O)[nH]2)cc1	28	777	i	55	i	0.2
CCOCc1cc(CN2CCC(CCC(=O)NC3CC3)CC2)ccc1OC	0	797	i	47	i	0.4
O=C(CNC(=O)c1ccco1)N=Nc1c(O)[nH]c2ccc([N+](=O)[O-])cc12	10	817	i	28	i	2.2
COc1cccc(NC(=S)NC(=O)Cc2ccc(Cl)cc2)c1	13	867	i	37	i	0.8
CC(C)(O)c1[nH]c2cc(F)ccc2c1C(C)(C)O	-5	781	i	9	i	1.1
COc1cc(C(=O)NC(=S)Nc2ccc(Cl)cn2)cc(OC)c1OC	0	742	i	27	i	1.1
CCc1nc2nc(C)c(NS(=O)(=O)c3ccc(Cl)s3)c(=O)n2[nH]1	7	827	i	30	i	0.4
O=C(N/N=C/c1ccc2c(c1)OCO2)C1CC1	27	733	i	4	i	0.0
Cc1cccc(N2CCN(C(=O)CCS(=O)(=O)c3ccc4c(c3)NC(=O)C(C)S4)CC2)c1C (centres undefined)	-6	694	i	9	i	1.1
CCOc1ccc(C2C(C#N)=C(N)N(N(C)C)C3=C2C(=O)CCC3)cc1 (centres undefined)	7	871	i	39	i	0.6
COCc1c(C(=O)N/N=C(/C)c2cccs2)nnn1-c1nonc1N	-8	814	i	26	i	1.2
CCOc1ccc(NC(=O)CCC(=O)NNC(=O)COc2ccc(C)cc2Br)cc1	-19	659	i	22	i	0.0
Cc1ccc(OCCCCN2CCc3ccccc3C2)cc1	1	792	i	51	i	0.7
COc1ccc(N(C(=O)c2ccc(S(=O)(=O)N3CCCC3)cc2)C2C=CS(=O)(=O)C2)cc1 (centres undefined)	7	893	i	65	i	0.4
O=C(C1CC1)N1N=C(c2ccccc2)CC1(O)C(F)(F)C(F)(F)F (centres undefined)	-3	793	i	43	i	0.3
CN1CCN(C(=O)CCn2c(=O)c3cccn3c3cccnc32)CC1	7	787	i	15	i	0.0
Cc1cc(C)cc(C(=O)Nc2ccc(NC(=O)c3cccs3)cc2)c1	34	837	i	22	i	0.9
COc1ccc(CCC(=O)NCCOc2ccc(Cl)cc2)cc1	-44	853	i	3	i	0.4
COc1ccc2nc(NC(=O)C3CCN(C(=O)c4ccc(F)cc4)CC3)sc2c1	30	723	i	21	i	1.1
CCc1ccc(N2CC(C(=O)NC3CCCCC3C)CC2=O)cc1 (centres undefined)	7	825	i	15	i	1.4
Cc1cc(OCc2cc(C(=O)N(C)CCOc3ccccc3)no2)cc(C)c1Cl	-13	764	i	9	i	1.1
COc1ccc(CN2CCN(Cc3ccccc3F)CC2)cc1OC	-4	717	i	41	i	0.5
Brc1cccc(-c2nc3cccnc3nc2-c2cccc(Br)c2)c1	-8	822	i	12	i	0.2
CC(=O)N1CCOc2cc(S(=O)(=O)N3CCN(c4ccccc4)CC3)c(Cl)cc21	-1	736	i	30	i	2.7
CC(NC(=O)CSc1ccccc1)c1ccccc1 (centres undefined)	-5	779	i	53	i	0.3
COc1cccc(C(C(=O)NC(C)(C)C)N(CCc2ccccc2)C(=O)CCC(=O)Nc2cc(C)on2)c1OC (centres undefined)	3	762	i	36	i	1.1
Cc1[nH]c2ccccc2c1C(=O)C(=O)NCCc1c[nH]c2ccccc12	-1	660	i	26	i	0.5
